MPTP block: permeability transition pore inhibition. isolated mouse mitochondria, Ca2+ swelling absorbance, 30 min. inhibition, % at 10 µM. 360,000 compounds, 1.4% hits;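 active = inhibition of 50% or more, scaled per plate between neutral and stimulator controls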;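 also: 0% = DMSO wells given calcium and 100% = 1 mM EGTA wells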
NR3A LBD binder: NR3A (human) ligand-binding domain modulation | NR3A LBD differential scanning fluorimetry, Tm shift; 0% = protein alone, 100% = glycine-bound protein | Tm shift relative to glycine control, % at 25 µM | 340,000 compounds, 2.5% hits;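 active = melting temperature shift of at least 10% of the positive control shift, at one fixed dose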
TIM10 inh: TIM10 yeast growth inhibition. 330,000 compounds, 1.4% hits. S. cerevisiae TIM10 strain growth, BacTiter-Glo luminescence, 24 h. inhibition, % at 10 µM. AID 463195;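 active = inhibition of 40% or more at the single tested concentration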;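 also: wild-type TIM10 isogenic control strain grown at permissive 25 °C; 0% = DMSO yeast wells and 100% = minimal medium wells without yeast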
tim10-1 inh: growth inhibitors of tim10-1 mutant yeast; 330,000 compounds, 2.2% hits; AID 463190; S. cerevisiae tim10-1 ts strain growth, BacTiter-Glo, 24 h; inhibition, % at 20 µM;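 active = inhibition of at least 40%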;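 also: mutant grown at 25 °C; 0% = DMSO wells with yeast and 100% = wells holding no yeast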
APJ antagonist: blocks the human apelin receptor APJ. inhibition, % at 20 µM. P35414. 330,000 compounds, 0.32% hits. CHO-K1 APJ beta-arrestin complementation, luminescence;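 active = inhibition above about 40% at 20 µM, limit read from the data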;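 also: cells challenged with 10 nM apelin-13 agonist together with compound; plate controls were apelin-13 plus DMSO wells for no effect and DMSO wells lacking apelin-13 for full effect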
Target sequence (P35414 whole entry, looked up): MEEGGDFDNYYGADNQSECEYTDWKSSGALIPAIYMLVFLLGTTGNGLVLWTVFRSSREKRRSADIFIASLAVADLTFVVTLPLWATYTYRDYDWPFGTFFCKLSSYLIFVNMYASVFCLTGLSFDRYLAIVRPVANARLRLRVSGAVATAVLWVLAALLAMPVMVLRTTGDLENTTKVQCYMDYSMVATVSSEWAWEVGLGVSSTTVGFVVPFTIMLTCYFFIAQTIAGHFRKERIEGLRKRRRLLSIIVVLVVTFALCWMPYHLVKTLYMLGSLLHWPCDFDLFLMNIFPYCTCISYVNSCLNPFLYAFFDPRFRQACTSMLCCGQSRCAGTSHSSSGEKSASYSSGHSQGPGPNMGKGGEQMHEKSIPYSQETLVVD
tim23-1 inh: tim23-1 yeast growth inhibition; S. cerevisiae tim23-1 growth, BacTiter-Glo luminescence, 24 h; inhibition, % at 20 µM; 330,000 compounds, 1.3% hits; AID 463212;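 active = growth inhibition of the mutant yeast at or above 50%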;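 also: temperature-sensitive mutant grown at 25 °C; plate controls were DMSO-treated mutant yeast for no effect and medium wells lacking yeast for full effect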
beta cell repl: induces beta-cell replication in MIN6 cells | 330,000 compounds, 0.29% hits | proliferation, % at 10 µM | AID 2380 | MIN6 cells proliferation, ATPlite luminescence, 48 h; cells starved in 0.2% serum; 100% = growth in 10% serum;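 active = compounds whose signal lies at least 3.5 SD above the mean of all wells on their plate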;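 also: 0% = DMSO-treated cells in low-serum medium and 100% = 10% serum control; some compounds called inactive have numbers as strong as hits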
NLRP3 yeast inh: blocks the NALP3 inflammasome reconstituted in yeast. AID 2825. 330,000 compounds, 0.39% hits. Yeast reconstituted NLRP3/ASC/caspase-1, beta-gal luminescence, 24 h. inhibition, % at 10 µM;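 active = inhibition of 50% or more; inactive = inhibition below 50%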;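 also: plate controls were induced DMSO wells for no effect and uninduced yeast grown without galactose for full effect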
APJ ag: agonists of human APJ apelin receptor | AID 2520 | P35414 | CHO-K1 APJ PathHunter beta-arrestin, luminescence; 0% DMSO wells, 100% apelin | activation, % at 20 µM | 330,000 compounds, 0.11% hits;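 active = activation more than six SD over the plate average, tested at 20 µM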;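 also: 0% = DMSO alone and 100% = apelin-13 at 10 nM; some results filed as inactive read as strong as hits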
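Assay system – PathHunter CHO-K1 APJ (AGTRL-1) beta-arrestin reporter cells · Compound – one dose, 20 µM compound, 1% DMSO · Timing – compound 90 min 25 °C, reagent 1 h · Measured by – luminescence from split beta-galactosidase complementation, Galacton Star/Emerald II substrate · Measure – beta-arrestin recruitment to APJ as agonist activity, luminescent signal · Benchmarks – DMSO vs Apelin-13 10 nM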
An asterisk follows results filed as active; · = not tested or not shown.

SMILES	MPTP block	NR3A LBD binder	TIM10 inh	tim10-1 inh	APJ antagonist	tim23-1 inh	beta cell repl	NLRP3 yeast inh	APJ ag
COc1ccc(C(=O)Nc2cccc(-c3csc(C)n3)c2)cc1S(=O)(=O)N1CCCC1	-0.3	-2	-1	20	3	11	-3	25	0
O=C(O)CC1CCS(=O)(=O)C1 (stereo unspecified)	-0.5	-2	-25	14	-1	6	1	12	-1
COc1ccc(C(=O)NCCc2ccc(F)cc2)cc1OC	0.6	0	-20	3	2	7	-3	-8	-1
CNC(=O)NC(=O)C(C)OC(=O)CCCc1nc2ccccc2s1 (stereo unspecified)	1.7	0	-16	13	-4	-6	-3	-8	2
COc1cc(NC(=O)CNC(c2ccccc2)c2ccccc2)cc(OC)c1OC	-0.3	-5	-17	23	-15	28	0	0	-2
C/C(Cc1ccccc1)=N\NC(=O)CNC(=O)c1ccc(F)cc1	-1.4	7	9	-3	-24	2	1	4	1
Cc1cc2nc3n(c2cc1C)CC1CC(C(=O)NCc2cccc(C(F)(F)F)c2)N(C)C31 (stereo unspecified)	0.2	-1	1	-12	-14	9	3	7	-2
Cc1ccc(N2CC(C(=O)NNC(=O)c3ccc(F)cc3)CC2=O)cc1 (stereo unspecified)	0.1	0	-3	-10	5	-4	0	-5	-2
COc1ccc(-c2nnnn2C(C)C)cc1S(=O)(=O)Nc1ccccc1	1.1	1	2	-6	-27	3	-1	2	-4
O=C(/C=C/c1ccc(S(=O)(=O)N2CCOCC2)cc1)Nc1cc(F)ccc1F	1.6	32*	2	6	15	15	-3	10	1
CN(C)c1ccc(CNC23CN4CN(CN(C4)C2)C3)cc1	0.0	0	6	0	-1	14	0	-16	3
Clc1ccc(C2=CSC3=Nc4cccc5cccc(c45)N23)cc1	6.8	-4	21	29	18	41	-6	17	9
O=C(NCCCO)C(=O)NCc1ccccn1	0.1	0	3	6	7	5	-1	2	-3
N=C(N)SCc1nc2ccccc2c(=O)n1-c1ccccc1Cl	2.0	3	23	13	-4	18	-5	6	-1
O=C(NCCc1ccc(C(F)(F)F)cc1)C1COc2ccccc2O1 (stereo unspecified)	0.4	0	13	38	-26	21	0	1	2
O=C(NCc1nnc(SCC(=O)N2CCCC2)o1)c1cccc(C(F)(F)F)c1	0.4	0	3	-5	-21	5	-3	21	4
Nc1nnc(CC(=O)N/N=C\c2cc([N+](=O)[O-])ccc2O)s1	1.7	-5	16	6	6	5	4	11	-7
O=C(CSc1nc2ncccc2[nH]1)c1ccc2c(c1)OCO2	2.2	-1	17	6	8	3	0	2	-3
COc1ccc(OC)c(N(CC(=O)NCCSc2ccccc2)S(C)(=O)=O)c1	-1.7	4	8	11	4	6	1	4	-1
Cc1cc(=O)c2n(Cc3ccc(Cl)cc3)nc[n+]2[nH]1	0.8	-2	2	18	11	-7	-2	-4	-3

Copied from the results shown (13 entries):
SMILES	MPTP block	NR3A LBD binder	TIM10 inh	tim10-1 inh	APJ antagonist	tim23-1 inh	beta cell repl	NLRP3 yeast inh	APJ ag
Cc1ccc(N2CC(C(=O)NNC(=O)c3ccc(F)cc3)CC2=O)cc1 (stereo unspecified)	0.1	0	-3	-10	5	-4	0	-5	-2
COc1ccc(-c2nnnn2C(C)C)cc1S(=O)(=O)Nc1ccccc1	1.1	1	2	-6	-27	3	-1	2	-4
O=C(/C=C/c1ccc(S(=O)(=O)N2CCOCC2)cc1)Nc1cc(F)ccc1F	1.6	32*	2	6	15	15	-3	10	1
CN(C)c1ccc(CNC23CN4CN(CN(C4)C2)C3)cc1	0.0	0	6	0	-1	14	0	-16	3
Clc1ccc(C2=CSC3=Nc4cccc5cccc(c45)N23)cc1	6.8	-4	21	29	18	41	-6	17	9
O=C(NCCCO)C(=O)NCc1ccccn1	0.1	0	3	6	7	5	-1	2	-3
N=C(N)SCc1nc2ccccc2c(=O)n1-c1ccccc1Cl	2.0	3	23	13	-4	18	-5	6	-1
O=C(NCCc1ccc(C(F)(F)F)cc1)C1COc2ccccc2O1 (stereo unspecified)	0.4	0	13	38	-26	21	0	1	2
O=C(NCc1nnc(SCC(=O)N2CCCC2)o1)c1cccc(C(F)(F)F)c1	0.4	0	3	-5	-21	5	-3	21	4
Nc1nnc(CC(=O)N/N=C\c2cc([N+](=O)[O-])ccc2O)s1	1.7	-5	16	6	6	5	4	11	-7
O=C(CSc1nc2ncccc2[nH]1)c1ccc2c(c1)OCO2	2.2	-1	17	6	8	3	0	2	-3
COc1ccc(OC)c(N(CC(=O)NCCSc2ccccc2)S(C)(=O)=O)c1	-1.7	4	8	11	4	6	1	4	-1
Cc1cc(=O)c2n(Cc3ccc(Cl)cc3)nc[n+]2[nH]1	0.8	-2	2	18	11	-7	-2	-4	-3

Rewritten field by field: entries from further up.
O=C(NCCc1ccc(C(F)(F)F)cc1)C1COc2ccccc2O1 (stereo unspecified)
- MPTP block = 0.4
- NR3A LBD binder = 0
- TIM10 inh = 13
- tim10-1 inh = 38
- APJ antagonist = -26
- tim23-1 inh = 21
- beta cell repl = 0
- NLRP3 yeast inh = 1
- APJ ag = 2
O=C(NCc1nnc(SCC(=O)N2CCCC2)o1)c1cccc(C(F)(F)F)c1
- MPTP block = 0.4
- NR3A LBD binder = 0
- TIM10 inh = 3
- tim10-1 inh = -5
- APJ antagonist = -21
- tim23-1 inh = 5
- beta cell repl = -3
- NLRP3 yeast inh = 21
- APJ ag = 4

(cont.)
SMILES	MPTP block	NR3A LBD binder	TIM10 inh	tim10-1 inh	APJ antagonist	tim23-1 inh	beta cell repl	NLRP3 yeast inh	APJ ag
Cc1cc(Cl)ccc1NC(=S)N1CCC(C(N)=O)(N2CCCCC2)CC1	-0.9	-1	-6	8	14	0	-1	-22	-1
O=C(Nc1cccc(S(=O)(=O)Nc2ccc(Cl)cc2)c1)c1ccc2c(c1)OCCO2	78*	3	30	30	-5	28	-6	1	2
COC(=O)c1ccccc1NC(=S)NC(=O)COc1ccccc1	3.9	0	22	23	22	31	-2	25	-4
Cc1ccc(S(=O)(=O)N/N=C2/CC(c3ccccc3)Oc3ccccc32)cc1 (stereo unspecified)	4.0	8	35	24	10	19	-2	9	-1
COc1ccccc1-c1nn(-c2ccccc2)cc1C(=O)NCC(c1ccco1)N1CCCC1 (stereo unspecified)	0.8	-2	4	-3	-1	3	5	12	-3
CC(C)(C)N1CSC(=S)N(Cc2ccccc2)C1	0.9	-1	-9	29	3	10	-5	-2	-3
CN(C)c1c(-c2ccccc2)cc(-c2ccccc2)[nH]c1=O	-0.5	·	21	19	9	14	0	-11	-1
CC(C(=O)N/N=C/c1ccc(N(C)C)c(Br)c1)N(c1ccccc1)S(C)(=O)=O (stereo unspecified)	-1.0	1	2	4	-7	6	-1	25	2
CCOc1ccc(-n2c(SCC(=O)c3c(N)n(C)c(=O)n(C)c3=O)nnc2-c2cccnc2)cc1	0.2	-5	6	15	3	1	0	5	1
O=[N+]([O-])c1ccc(Sc2ncc3ccccn23)nc1	3.2	-1	8	4	3	17	-2	13	0
Cc1ccc(C)c(N2C(=O)CC(N3CCN(Cc4ccc5c(c4)OCO5)CC3)C2=O)c1 (stereo unspecified)	-0.3	0	-7	-45	-26	-9	-2	21	0
O=c1cc(O)c(-c2ccccc2Cl)c(Cl)[nH]1	-1.8	1	-2	-2	24	-3	-4	8	6
Nc1cccc2cnccc12	0.0	-1	15	8	-19	10	-3	20	6
O=C(CCCN1C(=O)c2ccccc2C1=O)Nc1nc2ccccc2[nH]1	1.0	-2	-1	3	-2	-13	-2	-3	-4
Cc1cc(C(=O)Nc2cccc3ccccc23)co1	-0.6	-1	4	12	-5	24	-1	9	1
CC(Cc1cccs1)NC(=O)CCCn1nnnc1CN1CCOCC1 (stereo unspecified)	-1.4	3	1	-3	-7	8	-2	-2	7
CCCCOC(=O)c1ccc(NC(=O)C(=O)NCCN(C)C)cc1	-3.5	-4	13	-14	10	4	-3	15	-1
CCCCNC(=O)C1CCCNC1=O (stereo unspecified)	0.6	1	-17	-13	-5	-4	-1	-7	-1
N#Cc1ccc(/C=C/C(=O)c2ccc3c(c2)OCO3)cc1	-0.2	-4	23	8	-14	15	-7	46	0
COC(=O)C(O)(CC(=O)Nc1ccc(C)c(F)c1)C(F)(F)F (stereo unspecified)	2.2	-1	-18	7	4	-4	1	6	-2
Clc1ccccc1OCCn1nnc2ccccc21	6.0	1	-2	-15	-15	20	-2	26	-3
O=C(NC1CCCCC1)C(=S)N1CCCC1	-1.0	0	-11	-10	6	11	-4	-2	-1
CCCCCC/C(C)=C1/SC(=S)NC1=O	83*	-12	16	35	14	30	-4	13	-7
CC(=O)Nc1ccc(/C=N/Nc2nc3ccccc3[nH]2)cc1	-0.4	1	9	0	5	-9	0	-10	1
CC(C)(C)c1ccc(C2=NC(=O)C(CC(=O)O)S2)cc1 (stereo unspecified)	4.5	-2	-9	5	-4	-11	-3	4	-6
O=C(NCCN1CCOCC1)c1cccc(Br)c1	1.8	-2	-3	-8	7	3	-1	9	-4
Cc1ccc(C)c(N2CCN(C(=O)c3ccc(Cn4c(=O)[nH]c5ccccc5c4=O)cc3)CC2)c1	2.4	-5	15	26	-4	22	-6	-2	7
C=CCOc1ccccc1/C=c1\sc2nc(-c3oc4ccccc4c3C)nn2c1=O	·	1	1	23	7	25	-4	1	-1
Cc1cc(C)c2c(n1)nn1c(C)c(CCC(=O)NCc3ccco3)c(C)nc21	-1.0	-3	9	17	8	10	0	16	-2

Screening results: PubChem BioAssay, Sanford-Burnham Center for Chemical Genomics
